# From PubChem
# Dyrk1A ADPGlo – Dyrk1A (rat) kinase inhibition; ADP-Glo luminescence, NFATc1 peptide; Q63470; AID 504441; hit rate 0.43% among 310,000; inhibition, % at 12.5 µM; in the data active = inhibition above about 50%;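 note: plate controls were vehicle with enzyme for no effect and no enzyme for full effect; many of its hits are not listed in these tables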
# Platelet DG rel – platelet dense granule release activity; hit rate 0.22% among 300,000; inhibition, %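 (compounds screened at 7.5 µM in platelet-rich plasma)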; human platelet-rich plasma, SFLLRN dense granule ATP release, luminescence;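 active = mean replicate score, as percent of positive control, at or above 50; inconclusive = mean below 50 but at least one replicate at or above 50; inactive = mean and every replicate below 50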
# HSP90 refold inh – blocks HSP90-mediated luciferase refolding in reticulocyte lysate. hit rate 0.91% among 290,000. Rabbit reticulocyte lysate, luciferase refolding luminescence, 3 h. inhibition, % at 5.6 µM;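 active = inhibition above the screen-wide mean plus 3 SD, computed separately per campaign, cut at about 16% in these data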;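 note: 0% = DMSO wells and 100% = 60 µM geldanamycin wells; inhibitors lower the luminescence because luciferase stays unfolded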
# HDAC3 inhib – human HDAC3 inhibition; O15379; recombinant HDAC3, fluorogenic peptide/trypsin coupled, fluorescence; inhibition, % at 8.3 µM; hit rate 0.15% among 320,000; in the data active = inhibition above about 26%, passing the limit was not always enough; inconclusive = no clear call, values can overlap the other calls
# GSK3beta inhib – human GSK3beta kinase inhibition | P49841 | GST-GSK3beta kinase, ADP-Glo luminescence, 60 min; stronger effect = lower value | activity score (negative = inhibition), % at 10 µM | hit rate 0.038% among 300,000 | AID 2097;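 active = more than half of replicate wells score below -50%, meaning over 50% inhibition versus plate controls; inconclusive = some replicates but at most half score below -50%; inactive = no replicate scores below -50%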;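 note: 0% = median DMSO wells and -100% = median GW8510 positive control wells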
# Target sequence (P49841 whole entry, looked up): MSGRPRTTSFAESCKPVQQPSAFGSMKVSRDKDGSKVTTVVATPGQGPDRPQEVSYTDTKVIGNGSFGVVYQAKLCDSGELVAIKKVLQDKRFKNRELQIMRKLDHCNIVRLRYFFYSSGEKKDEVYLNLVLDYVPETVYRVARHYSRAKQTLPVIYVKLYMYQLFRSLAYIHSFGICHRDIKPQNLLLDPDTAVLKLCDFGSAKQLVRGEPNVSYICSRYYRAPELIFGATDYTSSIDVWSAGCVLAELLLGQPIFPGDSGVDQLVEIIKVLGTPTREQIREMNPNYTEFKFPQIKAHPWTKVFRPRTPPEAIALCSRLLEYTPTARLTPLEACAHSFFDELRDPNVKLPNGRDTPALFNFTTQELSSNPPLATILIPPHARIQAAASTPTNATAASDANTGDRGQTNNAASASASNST
#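 Test system: GST-tagged human GSK3beta kinase, cell-free; evaluation: activity score scaled between in-plate DMSO and GW8510 controls; measured by: ADP-Glo luminescence; incubation: 60 min reaction, RT; benchmarks: DMSO and 20 µM GW8510; reagent: peptide substrate plus 25 µM ATP (final); medium: Tris/MgCl2 kinase buffer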
# AI-2 QS modul – modulates the Vibrio harveyi AI-2 quorum sensing system | activity change, % at 7.5 µM | Vibrio harveyi JMH597 AI-2 luminescence/OD600 ratio, 9 h; stronger effect = lower value; strain lacks LuxN and CqsS sensors; 0 = neutral-control median | hit rate 0.4% among 300,000 | AID 2094; in the data active = activity change below about -75%, passing the limit was not always enough; inconclusive = no clear call, values can overlap the other calls;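 note: luminescence divided by OD600 gain over 9 h not by final OD600 alone; inactives centre near 13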
# GSK3 alpha inh – blocks human GSK-3 alpha kinase; P49840; ADP-Glo luminescence, 60 min; inhibition, % at 10 µM; hit rate 0.1% among 320,000; AID 2650;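 in the data active = inhibition above about 50%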;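 note: GST-tagged GSK-3 alpha with peptide substrate and 25 µM ATP; 0% = DMSO neutral wells and 100% = GW8510 positive control wells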
# Target sequence (P49840 whole entry, looked up): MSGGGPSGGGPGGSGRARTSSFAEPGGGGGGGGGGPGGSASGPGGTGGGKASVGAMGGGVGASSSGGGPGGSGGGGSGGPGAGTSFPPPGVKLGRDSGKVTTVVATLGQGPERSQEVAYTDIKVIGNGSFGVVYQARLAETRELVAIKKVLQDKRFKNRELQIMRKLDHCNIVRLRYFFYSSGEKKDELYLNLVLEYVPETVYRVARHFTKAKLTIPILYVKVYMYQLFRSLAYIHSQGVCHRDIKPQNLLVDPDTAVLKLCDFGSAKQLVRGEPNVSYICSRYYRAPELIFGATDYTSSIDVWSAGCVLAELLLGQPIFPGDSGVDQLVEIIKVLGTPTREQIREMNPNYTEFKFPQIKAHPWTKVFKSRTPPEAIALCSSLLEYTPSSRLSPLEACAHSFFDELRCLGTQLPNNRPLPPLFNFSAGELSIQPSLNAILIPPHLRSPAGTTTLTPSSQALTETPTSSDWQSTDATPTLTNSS
# PolyA inh – blocks polyadenylation in yeast reporter cells; S. cerevisiae SKY197-pL101 polyadenylation reporter, beta-gal luminescence; efflux-impaired pdr1/pdr3 knockout yeast; score 100 = 6 SD above DMSO; AID 1875; hit rate 0.02% among 300,000; calls only at 12 µM;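 active = lowest replicate activity score at least 50, where 100 means six control SD above control mean; inconclusive = lowest score under 50 but half or more replicates reach 50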;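 note: yeast exposed to compound for 9 h at 30 °C; higher score means more reporter readthrough which indicates perturbed polyadenylation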
# HSF1 inh – HSF1 inhibition; NIH3T3-HGL HSE-luciferase, MG132-induced, luminescence 8 h; stronger effect = lower value; AID 2098; activity change, negative = inhibition, % at 7.5 µM (by protocol); hit rate 0.77% among 300,000;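 active = more than half of replicate wells show activity change below -50%, luminescence cut by over half; inconclusive = some wells, but at most half, below -50%; inactive = no replicate well below -50%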;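 note: luciferase reports HSF-1 transcriptional activity via heat shock element; 0% = median of DMSO wells and -100% = zero luminescence signal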
# HSF1 activator – increases HSF-1 driven luciferase reporter signal; NIH3T3-HGL HSF-1 luciferase reporter, MG132, 8 h; 100% = twice DMSO control signal; activation, % at 9 µM; hit rate 1.7% among 300,000;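 active = mean replicate activation of at least 50% with a set share of replicates each reaching 50%; inconclusive = only one of those two conditions met; inactive = mean below 50% and too few replicates reaching it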;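 note: 0% = median of the neutral control wells and 100% = twice that signal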
# Starred values were filed as active, the others as inactive; i = inactive; ? = inconclusive; / = not tested or not shown.
smiles	HSF1 activator	GSK3beta inhib	HSF1 inh	GSK3 alpha inh	PolyA inh	HSP90 refold inh	HDAC3 inhib	Platelet DG rel	AI-2 QS modul	Dyrk1A ADPGlo
O=C(NNC(=O)c1ccccc1-n1cccc1)c1cccc(Cl)c1	-2	-2	0	-2	i	-2	-6	9	24	0
Cc1cc(C)c(S(=O)(=O)c2ccccc2)c(=O)[nH]1	1	4	-3	-2	i	1	-1	3	12	-2
Cc1ccc(NC(=O)C2CCN(S(=O)(=O)c3cccc(C(F)(F)F)c3)CC2)nc1	10	-6	8	-1	i	/	4	17	-1	3
O=C(COC(=O)c1ccc(S(=O)(=O)N2CCOCC2)cc1)NCc1cccs1	-1	1	-8	-2	i	0	5	3	32	2
COc1ccc(NC(=O)c2ccccc2NC(=O)c2ccccc2C(=O)O)c(OC)c1	-1	2	-2	-3	i	2	4	-4	42	0
CC1CCCCN1C(=O)C1CCCN(S(=O)(=O)c2cccc3nsnc23)C1 (centres undefined)	-6	-2	-5	18	i	0	4	6	18	-8
CC(=O)c1c(C)[nH]c(C(=O)N2CCN(c3ccccn3)CC2)c1C	-5	-2	-7	0	i	1	-1	0	15	0
O=C(Nc1cccc2cccnc12)c1cccc([N+](=O)[O-])c1	12	2	14	-3	i	-4	2	0	13	-5
Cc1c(Cl)cccc1NC(=O)CSCC(N)=O	-11	0	-9	-2	i	-3	-8	-7	27	-4
O=C(N/N=C/c1cn[nH]c1-c1ccccc1)c1ccco1	1	-11	-4	27	i	3	-1	-5	10	34
COC(=O)CN1C(=O)[C@@H]2[C@H](C1=O)[C@@H]1CC(C(=O)OC)=C[C@@H](C(=O)OC)[C@@H]3C1=C(C(=O)[C@@]3(C)NC(=O)c1ccccc1)[C@@H]2C	-3	-4	-2	0	i	/	-10	-1	22	4
Cc1ccc(NC(=S)N(CCC(C)C)C(C)c2ccncc2)c(Cl)c1 (centres undefined)	15	5	-4	2	i	-3	5	-11	8	1
CCCc1nn(C)c(C(=O)Nc2cccc(C)c2)c1Cl	-44	-7	-37	-2	i	10	4	-2	22	4
O=C(CC12CCC(CC1)C2)NCc1ccc2c(c1)OCO2	?	-2	67	1	i	3	-7	-3	-1	5
O=C(Nc1cc(S(=O)(=O)N2CCOCC2)ccc1OCC(F)(F)F)c1ccc(N2CCCC2=O)cc1	-2	-1	4	-2	i	/	-3	-4	4	3
CC(C)OC(=O)Cc1nc2sc(-c3ccccc3)cc2c(=O)[nH]1	52*	6	28	-2	i	1	5	-5	18	6
O=C(CCC(=O)OCC(=O)c1ccc(Cl)cc1)NC1CCCCC1	-18	1	3	-1	i	0	10	-10	28	-1
COc1ccc(CC(=O)NNC(=O)CCc2ccccc2)cc1OC	1	0	-2	-1	i	0	2	-4	15	-7
Cc1ccc2[nH]c(=O)c(C(c3nnnn3CC3CCCO3)N3CCOCC3)cc2c1 (centres undefined)	-5	2	-5	-2	i	3	4	-5	11	2
COc1ccc(CNC(=O)Cn2c(=O)oc3ccccc32)cc1OC	/	/	/	-1	/	-4	4	/	/	4
COC(=O)C(NC(=O)CCC(=O)NC(C(=O)OC)c1ccccc1)c1ccccc1 (centres undefined)	3	2	-1	0	i	-10	1	-3	-3	-8
CCN(CC(=O)Nc1c(F)cccc1F)C(=O)CNC(=O)c1cccs1	7	4	-1	-1	i	/	1	-26	-5	0
CSCCC(NC(N)=O)C(=O)Nc1ccc2ccccc2c1 (centres undefined)	/	-2	/	0	i	-5	4	4	-5	-2
CC(C)OC(=O)c1cccnc1N1CCN(c2ccc(F)cc2)CC1	9	-1	3	0	i	-1	5	0	7	6
CCN(CC)S(=O)(=O)c1ccc(N2CCOCC2)c(NC(=O)c2ccccc2F)c1	-1	-3	1	0	i	1	2	-3	25	-7
Cc1ccc(S(=O)(=O)c2nc(S(C)(=O)=O)sc2N2CCC(O)CC2)cc1	7	3	4	-2	i	0	3	3	49	5
CCCNC(=O)NC(C)C12CC3CC(CC(C3)C1)C2 (centres undefined)	6	2	-2	2	i	-6	1	-17	3	9
Cc1c(C(=O)OCCOC(C)C)[nH]c2c1C(=O)CC(c1ccco1)C2 (centres undefined)	-33	0	-27	3	i	-5	6	0	11	8
Cc1ccc2[nH]c3c(=O)n(CCCN4CCN(C)CC4)cnc3c2c1	1	4	0	0	i	0	-14	-3	31	/
O=C(COC(=O)c1cc(Br)ccc1O)Nc1ccc2c(c1)OCCO2	-6	-1	1	/	i	/	/	8	30	-3
COc1cccc(NC(=O)c2nc(S(C)(=O)=O)ncc2Cl)c1	43	1	21	2	i	-3	-2	3	-3	11
COc1ccc(/C=C2\CCc3ccccc3C2=O)cc1Cn1cccn1	22	2	20	0	i	5	2	6	33	-14
O=Nc1c(O)c2ccccc2c2ccccc12	-14	1	-12	1	i	/	5	-1	-36	54*
COc1ccc(S(=O)(=O)NC(C)C(=O)Nc2cccc([N+](=O)[O-])c2)cc1 (centres undefined)	-12	0	-4	0	i	0	-5	4	17	0
S=C(NCCc1ccccc1)N1CCn2cccc2C1c1cccnc1 (centres undefined)	16	-1	2	-1	i	-1	-2	2	-12	/
Cc1ccc(C)c(OCC(=O)N/N=C/c2c(C)nn(-c3ccccc3)c2Cl)c1	-6	1	-4	-2	i	2	1	0	22	/
O=C(COC(=O)c1c[nH]c(=O)[nH]c1=O)Nc1ccccc1F	2	1	-4	0	i	-1	0	22	20	-1
Cc1ccc(NC(=O)c2ccc(S(=O)(=O)NCc3cccnc3)cc2)c(C)c1	27	-1	7	5	i	-2	-4	-9	13	11
O=C(CSc1nc2ccccc2n1Cc1ccccc1Cl)N/N=C/c1ccccc1C(=O)O	0	1	-2	-3	i	6	/	-2	-2	2
CCOC(=O)C(=Cc1ccc(-n2cncn2)cc1)C(=O)OCC	127*	-1	98	/	i	-1	2	-3	23	-7
O=C(Cc1ccc(-n2c(=O)c3ccccc3n(Cc3ccccc3Cl)c2=O)cc1)NCC1CCCO1 (centres undefined)	46	0	18	0	i	3	-3	?	19	9
CCOC(=O)C1=C(CC)Nc2ccccc2N=C1N	-3	5	-4	-1	i	5	5	2	-1	-12
O=c1cc(CSc2nnc(COc3cccc4ccccc34)o2)c2ccccc2[nH]1	-17	1	-8	6	i	14	6	4	9	-4
O=C(CSc1ccccc1)NCCc1ccccc1	31	/	5	-2	i	-3	9	-8	/	16
C=CCn1c(SCC(=O)/C(C#N)=C(\C)N)nc2sc(C)c(C)c2c1=O	-27	0	-5	0	i	-2	5	-2	30	10
O=C(Nc1ccc2oc(=O)ccc2c1)c1ccc2ccccc2c1	60*	-4	17	-1	i	0	1	1	6	1
CC(C)(C)c1nnc(NS(=O)(=O)c2cc(Cl)ccc2Cl)s1	6	4	2	-8	i	-1	12	4	-4	7
CCOc1ccc(Br)cc1S(=O)(=O)N1CCCC1	2	2	-1	2	i	-2	-2	5	9	-28
CCOC(=O)c1c(Nc2ccccc2N)cc(C)nc1C	25	3	1	-6	/	-1	-1	-6	15	6
Cc1nc2ccc(NC(=O)c3ccc(Cl)s3)cc2s1	34	0	25	2	i	-1	-10	23	11	-1

# Next records
smiles	HSF1 activator	GSK3beta inhib	HSF1 inh	GSK3 alpha inh	PolyA inh	HSP90 refold inh	HDAC3 inhib	Platelet DG rel	AI-2 QS modul	Dyrk1A ADPGlo
CCOC(=O)c1c(N)sc(C(=O)OCCOC)c1C	18	4	6	3	i	2	5	-5	22	8
CC(=O)Nc1ccc(N2C(=O)CC(Sc3nccc(C)n3)C2=O)cc1 (centres undefined)	7	0	-11	-3	i	0	?	4	14	-1
O=C(CN1c2ccccc2Sc2ccccc21)N/N=C/c1ccc(Cl)cc1	61*	-1	25	4	i	1	6	1	16	2
Cc1ccc(C(=O)Cn2c(-c3ccccc3)noc2=O)cc1	15	3	-2	1	i	-3	-2	2	32	-5
O=C(Cc1ccccc1)NNC(=O)c1ccccc1C(=O)O	18	0	-2	0	i	4	/	-10	16	-4
COc1ccc(CCN(C)CC(O)COC(c2ccc(F)cc2)c2ccc(F)cc2)cc1OC (centres undefined)	12	-4	6	2	i	-1	4	10	5	-1
Cc1cc(C(=O)COc2ccc(C#N)cc2)c(C)n1C1CC1	5	1	7	-1	i	/	-4	-4	16	-4
Cc1ccc(S(=O)(=O)N(C)CCCC(=O)NCc2ccc3c(c2)OCO3)cc1	-50	3	-34	2	i	-1	4	2	37	2
CCCC1CC(CCc2ccccc2)OS(=O)(=O)N1 (centres undefined)	9	2	0	-1	i	-5	1	-2	-32	11
COc1ccc(Cc2nnc(NC(=O)c3ccc(F)cc3)s2)cc1OC	33	0	3	3	i	4	1	0	13	10
CC(C)(C)NC(=O)c1cc(Cl)ccc1[N+](=O)[O-]	5	-3	-7	-3	i	-2	4	5	3	-1
CCc1c(O)nc(SCC(=O)c2ccccc2)n(-c2ccccc2)c1=O	-5	0	1	-1	i	-1	11	0	13	/
CCCC(=O)NC(=S)Nc1cccc(C(C)=O)c1	28	0	17	4	i	-1	6	-35	-78*	9
O=C(NC1CCN(C(=O)Nc2ccccc2Cl)CC1)c1cccc(F)c1	35	/	9	-2	i	4	2	-7	/	-9
O=C(Cc1ccccc1)N1CCN=C1SCc1ccc([N+](=O)[O-])cc1	24	-3	3	1	i	3	13	8	10	0
S=c1[nH]nc(C2CCCCC2)n1/N=C/c1c(Cl)cccc1Cl	2	-2	-4	3	i	4	2	8	-7	43
N#Cc1c[nH]n2c(=O)c3c(nc12)CCC3	-10	0	4	-1	i	-5	4	4	17	7
COc1cccc(CNC(=O)COc2cccc3c2OC(C)(C)C3)c1	6	1	5	1	i	/	2	-9	-20	15
CCOC(=O)c1sc(NC(=O)C2CC2)cc1C	14	2	3	1	i	0	1	8	-3	2
CCNc1nc(SCC(=O)OC)nc(N(C)C)n1	18	2	3	-2	i	-2	2	-2	-11	/
CNC(=O)C1CC(=O)N(c2ccc(C)cc2)C1 (centres undefined)	/	3	/	-2	i	-1	-10	-11	15	2
C=CCNc1nc2c(c(=O)n(C)c(=O)n2C)n1CC(=C)C	-2	1	-4	-2	i	/	-3	0	6	-1
CCSC1=C(C#N)C(c2cccc(O)c2)CC(=O)N1 (centres undefined)	10	0	13	2	i	2	8	24	8	3
O=C(CN1C(=O)NC2(CCCc3ccccc32)C1=O)NCC(F)(F)F (centres undefined)	26	-2	0	-2	i	10	9	3	14	2

# Not all compounds are listed (hit frequency here may not be typical).
